Assay outcomes deposited in PubChem BioAssay by National Center for Advancing Translational Sciences (NCATS).
PI4K2A inh = blocks human PI4K2A kinase activity; 420,000 compounds, 0.13% hits; AID 1346378; purified PI4K2A, ADP-Glo luminescence, 1 h; active compounds read low; activity change, negative = inhibition, % at 76.9 µM; Q9BTU6; in the data active means activity change below about -50%; inconclusive means mostly about -30% to -49%;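 further: -100% = wells without enzyme as full effect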
Target sequence (Q9BTU6 whole entry, looked up): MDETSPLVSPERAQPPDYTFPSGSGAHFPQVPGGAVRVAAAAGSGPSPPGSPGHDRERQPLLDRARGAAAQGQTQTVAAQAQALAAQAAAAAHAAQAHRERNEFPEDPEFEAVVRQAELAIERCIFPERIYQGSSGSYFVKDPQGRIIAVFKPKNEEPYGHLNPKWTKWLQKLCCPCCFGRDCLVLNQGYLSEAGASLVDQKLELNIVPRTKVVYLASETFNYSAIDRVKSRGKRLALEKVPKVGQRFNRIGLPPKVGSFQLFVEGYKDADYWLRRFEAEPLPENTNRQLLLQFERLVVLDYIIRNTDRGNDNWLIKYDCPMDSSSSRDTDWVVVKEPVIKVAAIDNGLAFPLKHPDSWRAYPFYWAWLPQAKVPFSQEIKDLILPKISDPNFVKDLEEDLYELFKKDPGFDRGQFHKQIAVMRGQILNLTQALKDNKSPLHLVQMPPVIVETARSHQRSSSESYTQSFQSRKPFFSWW
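Compounds are screened against recombinant PI4K2A using PI as substrate and ATP, the latter dispensed at 300 microM. Reactions run one hour at ambient temperature before ADP-Glo detection; full inhibition defined by wells lacking enzyme.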
* = called active by the depositor; & = joins results of further samples.

CC(=O)NC(c1ccccc1)c1nc(-c2ccccc2)cs1 (stereo unspecified) was read as PI4K2A inh 0.
Screening Cc1cc(O)c(C(C)C)cc1Cl returned PI4K2A inh -1.
Screening CNc1ncnc2c1ncn2[C@H]1CN(Cc2ccc(-c3ccccc3)cc2)C[C@@H](CO)O1 returned PI4K2A inh 0.
Screening CCC(=O)Nc1ccc2c(c1)C(=O)N(C)[C@H]1CC[C@H](CC(=O)NCCOC)O[C@@H]1CO2 returned PI4K2A inh -9.
Screening OC[C@@H]1CN(Cc2ccccc2)C[C@H](n2cnc3c(N4CCN(c5ccccc5)CC4)ncnc32)O1 returned PI4K2A inh -2.
CCOC(=O)[C@]12CCC=C1N(CCC1=CCCCC1)C(=O)[C@H](CC(=O)N1CCN(C(=O)c3ccco3)CC1)C2 was read as PI4K2A inh -3.
For Cc1c(C(=O)NCc2ccccn2)sc(=O)n1Cc1ccc(-c2ccccc2)cc1 the results were PI4K2A inh -2.
Screening COc1cc2c(cc1OC)/C(=C/C(C)=O)OC2 returned PI4K2A inh 3.
`CN(C)CCCOc1ccc(-c2ccc3nncn3c2)cn1` gave PI4K2A inh -1.
Screening O=C(O[C@H]1CC[C@@]23CCCN2C(=O)CCC[C@H]3C1)N1CCN(c2ccccc2)CC1 returned PI4K2A inh 5.
COC(=O)[C@H](CC(C)C)NC(=O)CC[C@H]1O[C@@H](n2cc(C)c(=O)[nH]c2=O)C[C@@H]1O was read as PI4K2A inh 0.
CCOc1ccc(-n2c(COc3ccc(C)cc3)nnc2SCC(=O)Nc2ccc(F)c(F)c2)cc1 was read as PI4K2A inh -2.
`Cc1ccc(C2CCC3(CCC(=O)N3CCOC(=O)Nc3cccc(C#N)c3)CC2)cc1` (stereo unspecified) gave PI4K2A inh -3&-2.
COCc1cccc(-c2csc(C(C)(O)c3ccc(OC)cc3)n2)c1 (stereo unspecified) was read as PI4K2A inh 1.
CC(C)Cc1ccc(C(C)C(=O)OCc2ccccn2)cc1 (stereo unspecified) was read as PI4K2A inh 1.
Screening CC(=O)NC(c1ccccc1)c1nc(-c2cccc(C(F)(F)F)c2)cs1 (stereo unspecified) returned PI4K2A inh -2.
For Cc1noc(C)c1S(=O)(=O)NC(=O)C1(C)CCN1C(=O)c1ccccc1CCc1ccccc1 (stereo unspecified) the results were PI4K2A inh -1.
Screening C#CCNC(=O)C[C@@H]1C[C@@]2(C(=O)OC)CCCCC=C2N(Cc2ccccc2)C1=O returned PI4K2A inh 2.
For O=C(c1ccc(-n2cncn2)c2ccoc12)N1CCOCC1 the results were PI4K2A inh 4.
COC(=O)[C@]12C[C@H](CC(=O)N3CCSCC3)C(=O)N(CCC3=CCCCC3)C1=C[C@H](C1CCCC1)O[C@@H]2C was read as PI4K2A inh -2.
`CCCCC[C@H](C)N1C[C@@H](COCc2ccccc2)Oc2cc(N3CCC[C@@H]3COC)ccc2S1(=O)=O` gave PI4K2A inh 8.
For CCCCCCn1cc(CN2CC(N3CCN(Cc4cccc(C)c4)CC3)CS2(=O)=O)nn1 (stereo unspecified) the results were PI4K2A inh -4.
For Cc1c(C(=O)NCc2cccc(C(F)(F)F)c2)sc(=O)n1Cc1ccccc1F the results were PI4K2A inh 2.
For COc1cc(-c2cc(NC=O)c3ncc(-c4cccc(C(=O)N(C)C)c4)n3c2)cc(OC)c1OC the results were PI4K2A inh -2.
For O=S1(=O)N[C@H](Cc2ccccc2)COc2cccc(N3CCN(Cc4ccccc4F)CC3)c21 the results were PI4K2A inh -2.
c1ccc2c(-c3cnc4cccnn34)cncc2c1 was read as PI4K2A inh 7.
Screening CC1(C(=O)NS(=O)(=O)c2ccc(C#N)cc2)CCN1C(=O)c1cccc(F)c1 (stereo unspecified) returned PI4K2A inh 6.
`COc1ccc2c(c1)CCCN2C(=O)C1CCCN(S(=O)(=O)c2ccc(Br)s2)C1` (stereo unspecified) gave PI4K2A inh -2.
`CN(CCc1ccccn1)C(=O)Cn1nc(-c2ccccc2)ccc1=O` gave PI4K2A inh -1.
`COC(=O)[C@@]12C[C@@H](CC(=O)N3CCN(C(=O)C4CC4)CC3)C(=O)N(Cc3cccc4ccccc34)C1=CCC(C)(C)C2` gave PI4K2A inh 0.
`OCCCCCCNc1ccc(CCO)cc1` gave PI4K2A inh -1.
For CCCCOCCCNC(=O)C[C@H]1C[C@@]2(C(=O)OC)C(=C[C@H](C3CCCC3)O[C@@H]2C)N(CCc2ccc(OC)c(OC)c2)C1=O the results were PI4K2A inh 4.
Screening Cc1ccc(F)c(S(=O)(=O)NC(=O)C2(C)CCN2C(=O)C2(c3ccc(Cl)cc3)CC2)c1 (stereo unspecified) returned PI4K2A inh -8.
COC(=O)[C@]12C[C@H](CC(=O)N3CCC(c4ccccc4)CC3)C(=O)N(CCC3=CCCCC3)C1=C[C@H](C(C)C)O[C@@H]2C1CC1 was read as PI4K2A inh 1.
O=C(c1cccc(Br)c1)N1CCC(Oc2cccnc2)CC1 was read as PI4K2A inh 5.
CC1(C(=O)NCc2ccc3c(c2)OCO3)CCN1C(=O)CC1CCCC1 (stereo unspecified) was read as PI4K2A inh -4.
Screening C[C@H]1[C@@H](OC(=O)Nc2cccc(Cl)c2)CC[C@@]23CCCN2C(=O)CCC[C@@H]13 returned PI4K2A inh -4.
CCOC1=C2CN(S(=O)(=O)c3ccc(C)cc3)[C@H](c3ccc(CC)cc3)C[C@@H]2N(S(=O)(=O)c2ccc(C)cc2)[C@H](c2ccccc2)C1 was read as PI4K2A inh 4.
Cc1ccc(-c2cc(C(=O)NN=C/C=C/c3ccco3)[nH]n2)cc1C was read as PI4K2A inh inconclusive.
For COCCNC(=O)C1(C)CCCN(Cc2sc(C)nc2C)C1 (stereo unspecified) the results were PI4K2A inh -1.
`C[C@@H]1COc2cc(N3CCSCC3)ccc2S(=O)(=O)N1` gave PI4K2A inh 6.
Screening O=C(Nc1ccc2c(c1)OCO2)c1cc(C2CCCN(C(=O)CCc3ccccc3)C2)on1 (stereo unspecified) returned PI4K2A inh -1.
For CN(CCO)c1ccc2c(c1)OC[C@@H](Cc1ccccc1)NS2(=O)=O the results were PI4K2A inh 6.
Screening CC(=O)Nc1cc(-c2ccc(N3CCN(C)CC3)cc2)cn2c(-c3cccc(C(=O)N(C)C)c3)cnc12 returned PI4K2A inh 0.
O=S1(=O)C[C@@H](N2CCN(CCO)CC2)[C@H](COCc2ccccc2)N1 was read as PI4K2A inh -3.
For NC(c1ccccc1)c1csc(NC(=O)NCCc2ccccc2)n1 (stereo unspecified) the results were PI4K2A inh -7.
`COC(=O)[C@]12C[C@H](CC(=O)NCC34CC5CC(CC(C5)C3)C4)C(=O)N(CCc3ccc(OC)c(OC)c3)C1=C[C@H](C(C)(C)C)O[C@@H]2C` gave PI4K2A inh -3.
Screening COCOc1ccc(-c2ncc(OC)nc2NC(=O)c2cc(C)oc2C)cc1 returned PI4K2A inh -8.
Screening CC(=O)Nc1cc(-c2cccc(C(=O)N(C)C)c2)cn2c(-c3ccc(F)cc3)cnc12 returned PI4K2A inh -4.
`COc1cccc(-c2ccc(CC[C@H]3O[C@H]4CC[C@H](CO)O[C@H]4C[C@H]3NS(C)(=O)=O)cc2)c1` gave PI4K2A inh -2.
Screening CN(C)CCNc1ncnc2c1ncn2[C@H]1CN(C)C[C@@H](CO)O1 returned PI4K2A inh -2.
`Cc1ccccc1CNC(=O)C1CCC(CNS(=O)(=O)c2cccc3cccnc23)CC1` (stereo unspecified) gave PI4K2A inh 3.
Screening COC1=C[C@H](C(=O)NCc2ccccn2)[C@H](C)[C@@H](c2ccccc2)CC1=O returned PI4K2A inh 1.
`CC1(C(=O)NS(=O)(=O)Cc2ccccc2C(F)(F)F)CCN1C(=O)Cc1ccccc1` (stereo unspecified) gave PI4K2A inh -2.
Screening COc1cc(NC(=O)C2(C)CCN2C(C)C)cc(OC)c1OC (stereo unspecified) returned PI4K2A inh 2.
For CCOC(=O)CC[C@@H]1CC[C@]2(CCCN(C(=O)c3ccno3)C2)O1 the results were PI4K2A inh 1.
For NC(c1ccccc1)c1csc(Nc2ccc(C(=O)c3ccccc3)cc2)n1 (stereo unspecified) the results were PI4K2A inh -5.
COc1ccc(Cn2cc(CN3CC(N(C)C)CS3(=O)=O)nn2)cc1 (stereo unspecified) was read as PI4K2A inh 5.
Screening CC(C)c1cc(C(C)C)c(S(=O)(=O)N2CCC(C(=O)NCc3cccs3)CC2)c(C(C)C)c1 returned PI4K2A inh 4.
O=C1CCc2cc(S(=O)(=O)N3CCN(c4ccccc4Cl)CC3)ccc2N1 was read as PI4K2A inh -1.
For CC(C)Oc1ccc2ccccc2c1CNC[C@H]1O[C@@H](n2ccc(=O)[nH]c2=O)[C@H](O)[C@@H]1O the results were PI4K2A inh 0.
`CCOC(=O)c1cc(OC)c2cccc(CN3CCC(C)(C(=O)NCCOC)C3)c2c1` (stereo unspecified) gave PI4K2A inh -1.
CCOC(=O)C1(C)CCCCCN1C(=O)c1ccc(N(C)C)cc1 (stereo unspecified) was read as PI4K2A inh 4.
For CC1OC(C(C)(C)C)CC2=C1C(=O)OC(C)(C)O2 (stereo unspecified) the results were PI4K2A inh 2.
For CCN(C)C1CN(Cc2cn(Cc3ccc(Cl)cc3)nn2)S(=O)(=O)C1 (stereo unspecified) the results were PI4K2A inh -2.
For COc1ccc(S(=O)(=O)NC(=O)C2(C)CCN2C(=O)COc2ccc(Cl)cc2)cc1OC (stereo unspecified) the results were PI4K2A inh 0.
`CCc1nc2ccc(C(=O)Nc3cccc(OC)c3)cn2c1N(CC)Cc1cccc(Br)c1` gave PI4K2A inh 2.
Screening Cc1cc(Br)cn2c(Cc3ccccc3)c(-c3ccc(Cl)cc3)nc12 returned PI4K2A inh -4.
Screening CS(=O)(=O)Nc1ccc(-c2ccc3nccn3c2)cc1 returned PI4K2A inh -18.
Screening CC(=O)C1=CCC(c2ccc(Br)cc2)N(S(=O)(=O)c2ccc(C)cc2)C1 (stereo unspecified) returned PI4K2A inh -1.
COC(=O)[C@]12C[C@H](CC(=O)NCc3cccc(C(F)(F)F)c3)C(=O)N(Cc3ccc(Cl)cc3Cl)C1=C[C@H](COCc1ccccc1)O[C@@H]2C was read as PI4K2A inh -3.
`COc1ccc(-c2csc(C(O)c3ccc(F)c(F)c3)n2)cc1` (stereo unspecified) gave PI4K2A inh 3.
COc1cccc(CNc2nc3cc(-c4cccc(C(F)(F)F)c4)sc3c(=O)n2C)c1 was read as PI4K2A inh 3.
Cc1ccc(S(=O)(=O)N2C[C@H]3[C@H]4C(=O)N(C5CCCCC5)C(=O)[C@H]4CC(=O)[C@H]3[C@@H]2c2ccccc2F)cc1 was read as PI4K2A inh 2.
CNc1ncnc2c1ncn2[C@H]1CN(CCc2ccccc2)C[C@@H](CO)O1 was read as PI4K2A inh 4.
`CC1(C(=O)NS(=O)(=O)c2ccccc2)CCN1C(=O)COc1ccc(Cl)cc1` (stereo unspecified) gave PI4K2A inh -4.
Screening CCCCN(C)C(=O)CNc1nnnn1-c1ccccc1 returned PI4K2A inh -1.
For CCc1nc2ccc(C(=O)Nc3ccc4c(c3)OCC(=O)N4)cn2c1N(CC)CCOC the results were PI4K2A inh -1.
Screening COc1ccc(-c2cc(-c3nnc(SCC(=O)Nc4ccc(-c5nc6ccc(C)cc6s5)cc4)n3N)[nH]n2)cc1 returned PI4K2A inh -5.
`OC[C@@H]1CN(Cc2ccccc2)C[C@H](n2ccc3c(N4CCCC4)ncnc32)O1` gave PI4K2A inh -1.
CCCN(CC1CC1)C(=O)CNc1nnnn1-c1ccccc1 was read as PI4K2A inh -1.
`COc1ccc(C(C)(O)c2nc(-c3ccc(OC)nc3)cs2)cc1` (stereo unspecified) gave PI4K2A inh -2.
For Nc1ccccc1C(=O)NN=Cc1cccc([N+](=O)[O-])c1 the results were PI4K2A inh -2.
Screening Cc1nn(-c2ccccc2)c2sc(C(=O)NC3CCCCCCC3)cc12 returned PI4K2A inh 2.
`COc1ccc(S(=O)(=O)NCC(=O)N2CCN(c3ccccn3)CC2)c(OC)c1` gave PI4K2A inh 3.
Screening O=C(NCc1ccccc1)C1Cc2c(-c3cccc(F)c3)ccnc2O1 (stereo unspecified) returned PI4K2A inh -1.
For COC(=O)c1csc(-c2ccc(CO)o2)n1 the results were PI4K2A inh 4.
`CCOC(=O)[C@]12CCC=C1N(CCC1=CCCCC1)C(=O)[C@H](CC(=O)NCCC(C)C)C2` gave PI4K2A inh 1.
For C=CCn1c(SCC(N)=O)nnc1-c1ccc(C)cc1 the results were PI4K2A inh 0.

The list is partial. The share of hits here may be higher or lower than overall.
